# Source: PubChem BioAssay
# p53ts 32C tox: kills p53ts cells at the permissive temperature. AID 924. H1299-p53A138V at 32C, ATP luminescence viability, 24 h. Potency, µM (titrated, usually from 46.1 µM), inactives show top-dose activity change, negative = cytotoxicity, most hits filed as cytotoxic. 0.93% of 130,000 active; active means well fitted cell-killing curve with a large enough effect; inconclusive means small, poorly fitted or top-dose-only effect; inactive means no such curve, though single readings can be large or run the other way;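 further: 0% = DMSO and -100% = full killing by reference compound; nearly all actives have a fitted effect of over 55% in size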
#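 ATP-content luminescence (ATPlite) read-out after 24 h compound exposure at 32C in H1299-p53A138V cells (600/well). Tested up to 46 uM. Normalized to DMSO (0%) and 100 uM tamoxifen (100% killing); Hill-fit AC50.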
# * = called active by the depositor; u = inconclusive. Potency means the concentration at half of the fitted maximal effect. The list is partial; count on the stated rates, not on these rows.
SMILES,p53ts 32C tox
CC1CCCCN1c1cc2c(cc1F)c(=O)c(S(=O)(=O)c1ccccc1)cn2Cc1ccccc1 (stereo unspecified),-1.9%
CCCn1c2ccccc2c2cnn(CC(=O)N(C)c3ccc(F)cc3)c(=O)c21,-6.1%
Cc1cccc(S(=O)(=O)c2cn(C)c3cc(N4CCCCCC4)c(F)cc3c2=O)c1,-7.2%
CCCCN(CC)C(=O)Cn1ncc2c3ccccc3n(CCC)c2c1=O,-22.8%
O=C(NCc1cccs1)c1ccc(Cn2c(SCc3ccccc3)nc3cccnc32)cc1,u
COc1ccc(Nc2cc(C)c3cc(NC(=O)Cc4c(F)cccc4Cl)ccc3n2)cc1,1.8%
CCOc1ccc(C(=O)Nc2ccc(-c3nnc4n3CCCCC4)cc2)cc1OCC,3.1%
COCCNC(=O)CCN1C(=O)c2cccnc2Oc2ccc(C)cc21,-3.7%
Cc1ccc(NC(=O)CC(C)S(=O)(=O)c2ccc3c(c2)NC(=O)CO3)cc1Cl (stereo unspecified),3.4%
Cc1cc(C)c(NC(=O)Cn2cc(S(=O)(=O)Cc3ccccc3F)c3ccccc32)c(C)c1,0.2%
COc1ccc(-c2cn3nc(N4CCCC(C(=O)Nc5ccccc5OC)C4)sc3n2)cc1 (stereo unspecified),u
Cc1cccc(S(=O)(=O)c2cn(Cc3ccc(F)cc3)c3cc(N4CCCCC4)c(F)cc3c2=O)c1,-4.0%
O=C(COCc1cc(-c2ccc3c(c2)OCO3)on1)N1CCN(c2cccc(Cl)c2)CC1,0.1%
Cc1oc(-c2cccc(Br)c2)nc1Cn1c(SCc2cccc(F)c2)nc2cccnc21,-0.8%
O=C(COCc1cc(-c2ccco2)on1)Nc1cc(Cl)ccc1O,-13.6%
CCCOc1ccc(CNC(=O)CN2C(=O)c3cccnc3Oc3ccc(C)cc32)cc1,5.6%
COc1cc(CNC(=O)c2cnc(SC)nc2-c2ccccc2)cc(OC)c1OC,-2.4%
Cc1ccc(NC(=O)C2CCCN(c3ncnc4c3nc3n4CCCCC3)C2)cc1F (stereo unspecified),3.1%
Cc1ccc(N(C)S(=O)(=O)c2ccc3[nH]c4c(c3c2)CCCC4)cc1,-15.9%
COc1ccc(N2CCN(S(=O)(=O)c3ccc4c(c3)CC(C)N4C(C)=O)CC2)cc1 (stereo unspecified),-14.7%
COc1ccc(S(=O)(=O)N2CCN(C(=O)c3cc(-c4ccc(Br)cc4)n[nH]3)CC2)cc1OC,-6.9%
COc1ccc(-c2noc(CSCC(=O)Nc3ccc(C)cc3Br)n2)cc1OC,-0.3%
CCS(=O)(=O)N1CC(=O)N(c2ccc(Cl)cc2)C(C)(C(=O)NC2CCCCC2)C1 (stereo unspecified),-9.6%
Cc1ccc(NC(=O)N2CCC(CN3CCCCC3)CC2)c(Cl)c1,-0.3%
CCOCCCNC(=O)NC(C)c1c(-n2cccc2)sc2c1CCN(CC)C2 (stereo unspecified),-1.6%

# Given as tab-separated lines: 5 of the compounds above.
Structure	p53ts 32C tox
Cc1ccc(NC(=O)N2CCC(CN3CCCCC3)CC2)c(Cl)c1	-0.3%
Cc1cccc(S(=O)(=O)c2cn(C)c3cc(N4CCCCCC4)c(F)cc3c2=O)c1	-7.2%
COc1ccc(Nc2cc(C)c3cc(NC(=O)Cc4c(F)cccc4Cl)ccc3n2)cc1	1.8%
O=C(NCc1cccs1)c1ccc(Cn2c(SCc3ccccc3)nc3cccnc32)cc1	u
CC1CCCCN1c1cc2c(cc1F)c(=O)c(S(=O)(=O)c1ccccc1)cn2Cc1ccccc1 (stereo unspecified)	-1.9%

# Going on with the list:
SMILES,p53ts 32C tox
Cc1cccc(NC(=O)C(c2ccccc2)N2Cc3ccccc3C2=O)c1C (stereo unspecified),-2.4%
CCn1cc(S(=O)(=O)c2cc(C)cc(C)c2)c(=O)c2cc(F)c(N3CCCC3)cc21,-7.3%
COc1ccccc1NC(=O)Cn1cc(S(=O)(=O)Cc2ccccc2)c2ccccc21,-7.1%
Cc1ccc(S(=O)(=O)c2cn(Cc3ccc(F)cc3)c3cc(N4CCCC4)c(F)cc3c2=O)cc1,-3.2%
CC1Cc2cc(S(=O)(=O)NCc3ccc(N(C)C)cc3)ccc2N1C(=O)C1CCC1 (stereo unspecified),-0.1%
CC(=O)c1ccc(NC(=O)Cn2cc(S(=O)(=O)Cc3cccc(Cl)c3)c3ccccc32)cc1,-10.4%
CCC(Sc1nc2ncccc2[nH]1)C(=O)Nc1cccc(OC)c1 (stereo unspecified),-2.8%
COc1cc(Cl)c(C)cc1NC(=O)CSCc1nc(-c2ccc(OC)c(OC)c2)no1,-5.4%
CSc1ncc(C(=O)NCc2cccc(C)c2)c(-c2ccccc2)n1,6.7%
COc1ccccc1CNC(=O)C1CCN(c2ncnc3c2nc2n3CCCCC2)CC1,-4.0%
CCCS(=O)(=O)N1CC(=O)N(c2cccc(F)c2)C(C)(C(=O)NC2CCCCCC2)C1 (stereo unspecified),-5.0%
CCCn1c2ccccc2c2cnn(CC(=O)N(CC)c3cc(C)ccc3C)c(=O)c21,-24.6%
O=C(Cn1c(-c2cccs2)cc2cc(F)ccc21)N1CCN(c2ccccc2)CC1,-13.2%
CCN(CC)C(=O)C1CCCN(c2ncnc3c2nc2n3CCCCC2)C1 (stereo unspecified),-2.9%
O=C(NC1CCCC1)c1ccc(CSc2nc3cccnc3n2Cc2cccc(F)c2)cc1,-2.2%
CN1CCN(CCCNC(=O)Cn2c(-c3cccs3)cc3ccccc32)CC1,5.9%
Cc1cc(Nc2cccc(Cl)c2)nc2ccc(NC(=O)c3ccc(F)cc3Cl)cc12,-2.7%
CC(=O)c1ccc(N2CCN(S(=O)(=O)c3cc4[nH]c(=O)c(=O)[nH]c4cc3C)CC2)cc1,9.4%
CC1=C(C(=O)NCc2ccccc2C)C2(CCCCC2)OC1=O,0.8%
CC(CNC(=O)Cn1c(-c2cccs2)cc2cc(Cl)ccc21)c1ccccc1 (stereo unspecified),-3.3%
Cc1oc(-c2cccc(Br)c2)nc1CSc1nc2ncccc2[nH]1,-11.7%
O=C(Cn1cnc2c(nc3n2CCCCC3)c1=O)Nc1cccc(C(F)(F)F)c1,-15.7%
CC(=O)N1CCC(N(Cc2ccco2)C(=O)Nc2cccc(C)c2)CC1,-6.9%
Cc1cccc(N2CCN(C(=O)COCc3cc(-c4ccc5c(c4)OCO5)on3)CC2)c1C,-12.8%
CC(C)NC(=O)C1CCCN(c2ncnc3c2nc2n3CCCCC2)C1 (stereo unspecified),6.7%

# Filtered by structure, the compounds so far with bromine
SMILES,p53ts 32C tox
Cc1oc(-c2cccc(Br)c2)nc1Cn1c(SCc2cccc(F)c2)nc2cccnc21,-0.8%
COc1ccc(S(=O)(=O)N2CCN(C(=O)c3cc(-c4ccc(Br)cc4)n[nH]3)CC2)cc1OC,-6.9%
COc1ccc(-c2noc(CSCC(=O)Nc3ccc(C)cc3Br)n2)cc1OC,-0.3%
Cc1oc(-c2cccc(Br)c2)nc1CSc1nc2ncccc2[nH]1,-11.7%

# (list continues)
SMILES,p53ts 32C tox
CC1Cc2cc(S(=O)(=O)N(Cc3ccccc3)C(C)C)ccc2N1C(=O)C1CCC1 (stereo unspecified),-11.3%
CCOc1ccccc1NC(=O)C(c1ccccc1)N1Cc2ccccc2C1=O (stereo unspecified),-3.9%
Cc1cc(C)c(NC(=O)CN2C(=O)c3cccnc3Oc3ccc(Cl)cc32)c(C)c1,1.4%
COc1ccccc1N1CCN(S(=O)(=O)c2ccc3[nH]c4c(c3c2)CCCC4)CC1,2.1%
CCCn1c2ccccc2c2cnn(CC(=O)NCCCN(Cc3ccccc3)C(C)C)c(=O)c21,-1.4%
CCOc1ccc(CCNC(=O)C2CCN(c3ncnc4c3nc3n4CCCCC3)CC2)cc1,4.5%
COc1ccc(NS(=O)(=O)c2ccc3c(c2)CC(C)N3C(C)=O)c(OC)c1 (stereo unspecified),-13.2%
Cc1ccc(C)c(CN2CCC(CNC(=O)C(CC(C)C)N3Cc4ccccc4C3=O)CC2)c1 (stereo unspecified),-26.1%
O=C(NC1CC1)c1ccc(Cn2c(SCc3ccccc3F)nc3cccnc32)cc1,15.8µM*
CCOc1ccc(NC(=O)c2cn3c4c(ccc(Cl)c4c2=O)OC(C)C3)cc1 (stereo unspecified),-1.9%
CC(NC(=O)c1cccc(Nc2nc3ccccc3n3nnnc23)c1)c1ccccc1 (stereo unspecified),-3.7%
CCCNC(=O)Cn1ncc2c3ccccc3n(CCC)c2c1=O,-12.4%
CCCS(=O)(=O)N1CC(=O)N(c2ccc(C)c(Cl)c2)C(C)(C(=O)NC2CCCCCC2)C1 (stereo unspecified),-9.3%
COc1cc(NC(=O)Cn2c(SCc3ccc(F)cc3)nc3cccnc32)cc(OC)c1,-21.7%
Cc1cc2c(n1-c1ccc(C(=O)NCC(C)c3ccccc3)cc1)CCCC2 (stereo unspecified),-4.8%
NS(=O)(=O)c1ccc(CCNC(=O)Cn2c(-c3cccs3)cc3ccccc32)cc1,-18.7%
O=C(COCc1cc(-c2cccs2)on1)Nc1cccc(O)c1,-1.8%
Cc1ccc(Cl)cc1N1CCN(S(=O)(=O)c2ccc3c(c2)CC(C)N3C(=O)C2CCC2)CC1 (stereo unspecified),-4.0%
CCN(CC)c1cc2c(cc1F)c(=O)c(S(=O)(=O)c1cccc(C)c1)cn2C,-21.0%
CN1C(=O)Cc2cc(S(=O)(=O)NCCc3ccccc3)ccc21,2.1%
Cc1ccc(NS(=O)(=O)c2ccc3c(c2)CC(C)N3C(=O)C2CCC2)cc1Cl (stereo unspecified),-4.5%
CSc1ncc(C(=O)NCc2cccc(Br)c2)c(-c2ccccc2)n1,4.7%
O=C(C1CCN(c2ncnc3c2nc2n3CCCCC2)CC1)N1CCN(c2cccc(Cl)c2)CC1,2.6%
CCOc1ccccc1CNC(=O)CN1C(=O)c2cccnc2Oc2ccc(C)cc21,5.1%
CCc1ccc(CNC(=O)C2CCN(c3nn4cc(-c5ccc(OC)cc5)nc4s3)CC2)cc1,-8.8%

# Looked up by compound from the list above:
SMILES,p53ts 32C tox
CCOc1ccc(CCNC(=O)C2CCN(c3ncnc4c3nc3n4CCCCC3)CC2)cc1,4.5%
CCCS(=O)(=O)N1CC(=O)N(c2ccc(C)c(Cl)c2)C(C)(C(=O)NC2CCCCCC2)C1 (stereo unspecified),-9.3%
CC1Cc2cc(S(=O)(=O)N(Cc3ccccc3)C(C)C)ccc2N1C(=O)C1CCC1 (stereo unspecified),-11.3%
CCCNC(=O)Cn1ncc2c3ccccc3n(CCC)c2c1=O,-12.4%

# Continuation:
SMILES,p53ts 32C tox
Cc1ccc(S(=O)(=O)c2cn(Cc3ccccc3)c3cc(N4CCCC4)c(F)cc3c2=O)c(C)c1,6.5%
O=c1c(S(=O)(=O)c2ccccc2)cn(Cc2ccccc2)c2cc(N3CCOCC3)c(F)cc12,2.8%
O=C(NCCc1ccccc1)c1ccc(CSc2nc3cccnc3n2Cc2ccccc2)cc1,-7.1%
O=C(Cn1cc(S(=O)(=O)Cc2ccc(F)cc2)c2ccccc21)NCc1ccccc1,-6.3%
Cc1cccc(OCC(=O)Nc2ccc3nc(Nc4cccc(Cl)c4)cc(C)c3c2)c1,1.9%
O=C(NCc1ccccc1)c1ccc(CSc2nc3cccnc3n2Cc2ccccc2F)cc1,-2.4%
Cc1ccccc1CNC(=O)c1ccc(Cn2c(SCc3ccccc3)nc3cccnc32)cc1,8.8%
